D2 agonist: agonists of human D2 dopamine receptor. P14416. HEK293 T-REx D2 cells, calcium flux agonist mode. hit rate 0.53% among 340,000. activation, % at 2 µM;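 active = activation over 3 SD above normal in the single-dose calcium agonist read, cut at about 30% in these data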; also: 0% is about no effect
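HEK293 Trex D2 cells, tetracycline-induced, o/n 30 C 5% CO2; no-wash Ca dye, RT 30–90 min; 10-cycle baseline, 23 nl cpd added, kinetic Ca read 180 s; agonist hits = positive Ca response.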
TRHR enhancer: TRH receptor (human) allosteric enhancement; hit rate 0.66% among 360,000; TRHR cells, fluo-8 calcium fluorescence, EC20 TRH enhancement; P34981; AID 493056; enhancement, % at 2 µM; in the data active = enhancement above about 30%; also: 0% is about no effect
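Enhancer read-out: after compound pinning and an initial kinetic agonist-mode read, an EC20 of TRH (10 nM final) was injected and fluo-8 calcium signal (Ex 480/Em 530) followed at 1 s/cycle for 100 cycles in TRHR-expressing cells.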
D2 PAM: positively modulates the human D2 dopamine receptor allosterically | P14416 | HEK293 T-REx D2, calcium flux, EC20 dopamine potentiation | potentiation, % at 10 µM | hit rate 0.34% among 340,000 | AID 485347;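 active = potentiation over 3 SD above the plate norm, cut at about 30% in these data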; also: 0% is about no effect
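Tetracycline-induced HEK293 T-REx cells force-coupled to calcium signalling expressed D2; compounds were pin-added after a 10 s baseline, read kinetically 180 s, then an EC20 dopamine challenge followed with a further 180 s calcium read.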
D1 agonist: agonists of human D1 dopamine receptor. AID 504660. hit rate 1% among 360,000. HEK293 T-REx D1 cells, calcium flux, agonist mode. activation, % at 2 µM. P21728; also: 0% is about no effect
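Inducible HEK293 T-REx D1 cells, force-coupled to calcium signalling, were plated at 4000 cells/well with tetracycline and held overnight at 30 C. After no-wash calcium dye loading, compound-evoked calcium rise over 180 s flagged agonists.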
RXFP1 antag: antagonists of human relaxin receptor RXFP1. HEK293-RXFP1, relaxin-stimulated cAMP HTRF, 30 min; active compounds read low. activity change, negative = inhibition, % at 57.5 µM. hit rate 0.59% among 350,000. AID 1259400;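 active = activity change of -60% or lower, but not beyond a set lower limit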; also: % is scaled to controls: 0 for no effect and ±100 for the full control effect
Target sequence (Q9HBX9 whole entry, looked up): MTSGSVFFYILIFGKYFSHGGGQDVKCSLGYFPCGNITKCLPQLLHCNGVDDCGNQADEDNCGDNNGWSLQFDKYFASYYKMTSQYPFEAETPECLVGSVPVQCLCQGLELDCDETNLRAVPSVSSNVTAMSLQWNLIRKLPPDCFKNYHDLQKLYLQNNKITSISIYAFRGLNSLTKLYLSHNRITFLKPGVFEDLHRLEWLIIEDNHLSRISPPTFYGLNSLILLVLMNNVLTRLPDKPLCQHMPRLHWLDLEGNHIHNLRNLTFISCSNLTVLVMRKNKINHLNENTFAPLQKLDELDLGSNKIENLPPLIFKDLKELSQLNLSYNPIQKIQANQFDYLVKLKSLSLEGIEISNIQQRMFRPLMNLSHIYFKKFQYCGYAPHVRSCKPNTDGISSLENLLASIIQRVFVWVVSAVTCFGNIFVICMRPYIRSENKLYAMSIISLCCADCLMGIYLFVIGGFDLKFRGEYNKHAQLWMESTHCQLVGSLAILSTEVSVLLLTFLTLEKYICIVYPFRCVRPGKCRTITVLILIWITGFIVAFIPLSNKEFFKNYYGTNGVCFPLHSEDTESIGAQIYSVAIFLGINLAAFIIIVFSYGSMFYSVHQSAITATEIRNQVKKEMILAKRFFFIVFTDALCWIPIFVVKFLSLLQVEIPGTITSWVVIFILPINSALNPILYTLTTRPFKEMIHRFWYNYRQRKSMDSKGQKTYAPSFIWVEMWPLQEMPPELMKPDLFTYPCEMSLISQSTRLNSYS
D2 antagonist: antagonizes the human D2 dopamine receptor; hit rate 2% among 340,000; inhibition, % at 10 µM; P14416; HEK293 TREx D2 cells, calcium flux, dopamine EC80; in the data active = inhibition above about 30%; also: 0% is about no effect
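Inhibition of EC80 dopamine-driven calcium flux, recorded kinetically, defines activity here; cells are a tetracycline-induced HEK293 T-REx line expressing force-coupled D2.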
D1 antag: blocks dopamine activation of the human D1 receptor. P21728. HEK293 TREx D1 cells, calcium flux, dopamine EC80; active compounds read low. activity change, negative = inhibition, % at 10 µM. hit rate 3.2% among 360,000. AID 504652; in the data active = activity change below about -30%; also: % is scaled to controls: 0 for no effect and ±100 for the full control effect
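Tetracycline-induced HEK293 Trex D1 cells, force-coupled to calcium, dye-loaded; compounds added and read 180 s, then EC80 dopamine added and calcium flux tracked kinetically another 180 s.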
D1 PAM: human D1 dopamine receptor positive modulation; P21728; HEK293 TREx D1 cells, calcium flux, dopamine EC20 potentiation; potentiation, % at 10 µM; hit rate 0.036% among 360,000; AID 504651; in the data active = potentiation above about 30%; also: 0% is about no effect
TRHR ag: TRH receptor (human) agonism. TRHR cells, calcium flux fluo-8, FDSS agonist mode. AID 493084. activation, % at 2 µM. hit rate 0.18% among 360,000; also: 0% is about no effect
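TRHR-expressing cells, plated overnight in medium with 10% serum, were loaded with fluo-8 calcium dye at room temperature. After a 10 s baseline, library compound was pin-added and calcium release was recorded kinetically (ex 480/em 530) as agonist response.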
Numbers without * were called inactive. Rule as the data show it, unless noted: active = activation above about 30%; inactive = the rest.

`C[C@@H]1NC(=O)[C@H](CC(N)=O)NC(=O)c2cc([N+](=O)[O-])cc(I)c2OCC[C@@H](C(=O)NC(CC(=O)O)C(N)=O)NC1=O` (stereo partly drawn) gave D2 agonist 0.6, TRHR enhancer 2, D2 PAM 10, D1 agonist -2, D2 antagonist 1, D1 antag 11, D1 PAM -4 and TRHR ag 0.3.
Screening CCN(CC(=O)NCc1cccs1)S(=O)(=O)c1cccc(C(C)=O)c1 returned D2 agonist 0.0, TRHR enhancer 4, D2 PAM -1, D1 agonist 6, RXFP1 antag 8, D2 antagonist -9, D1 antag 7, D1 PAM -3 and TRHR ag 0.0.
For CN1CCN(S(=O)(=O)c2cccc(C(=O)NCc3ccc(Cl)cc3)c2)CC1 the results were D2 agonist 1.9, TRHR enhancer -4, D2 PAM 1, D1 agonist 5, RXFP1 antag 6, D2 antagonist -20, D1 antag 6, D1 PAM -8 and TRHR ag 0.2.
For CN(CC(=O)Nc1ccc(F)cc1)C(=O)COC(=O)CN1C(=O)NC2(CCCC2)C1=O the results were D2 agonist -0.3, TRHR enhancer 17, D2 PAM -6, D1 agonist 2, RXFP1 antag -3, D2 antagonist -2, D1 antag 8, D1 PAM 1 and TRHR ag -0.4.
For COc1ccc(NS(=O)(=O)c2ccc(NC(=S)NC(=O)c3cccnc3)cc2)nn1 the results were D2 agonist 5.5, TRHR enhancer 11, D2 PAM 5, D1 agonist 4, RXFP1 antag -3, D2 antagonist -34, D1 antag 12, D1 PAM -6 and TRHR ag 0.6.
Screening CC(=O)c1cccc(NC(=O)c2oc(=O)c3ccccc3c2-c2ccccc2)c1 returned D2 agonist 0.5, TRHR enhancer -16, D2 PAM -6, D1 agonist 5, RXFP1 antag -5, D1 antag -43*, D1 PAM -2 and TRHR ag 0.7.
`CC(C)(C)N(Cc1ccccc1)C(=O)COC(=O)C1CCN(c2ccc(C(F)(F)F)cn2)CC1` gave D2 agonist 0.0, TRHR enhancer -4, D2 PAM 59*, D1 agonist 7, RXFP1 antag -2, D2 antagonist -17, D1 antag 5, D1 PAM 5 and TRHR ag 2.5.
For C1CN(c2nc3nonc3n3nnnc23)CCO1 the results were D2 agonist -0.1, TRHR enhancer 0, D2 PAM 7, D1 agonist 3, RXFP1 antag 16, D2 antagonist 12, D1 antag -9, D1 PAM -4 and TRHR ag 0.5.
Screening Cc1nc(NC(=O)c2cc3ccccc3o2)ccc1Br returned D2 agonist -0.7, TRHR enhancer -7, D2 PAM -14, D1 agonist 0, RXFP1 antag -3, D2 antagonist 2, D1 antag -9, D1 PAM 7 and TRHR ag 0.0.
Screening CC(=O)Oc1ccc(C2OC(=O)c3ccccc3N2C(C)=O)cc1 (stereo not drawn) returned D2 agonist 1.0, TRHR enhancer 8, D2 PAM -11, D1 agonist 1, RXFP1 antag -2, D2 antagonist -14, D1 antag -7, D1 PAM -1 and TRHR ag 0.3.
`CCCCCCCCn1c2c(c(=N)c3ccccc31)CCC2` gave D2 agonist 0.4, TRHR enhancer 1, D2 PAM 3, D1 agonist 1, RXFP1 antag -18, D2 antagonist 16, D1 antag -9, D1 PAM -1 and TRHR ag 0.0.
CCOc1ccccc1C(=O)Nc1c(C(=O)Nc2ccc(F)cc2)oc2ccccc12 was read as D2 agonist 0.8, TRHR enhancer 43*, D2 PAM -18, D1 agonist 5, D1 antag 7, D1 PAM -1 and TRHR ag 0.6.
Screening Cc1occc1C(=O)N1CCCC(CO)(Cc2ccc(F)cc2F)C1 (stereo not drawn) returned D2 agonist -0.1, TRHR enhancer 4, D2 PAM 11, D1 agonist 1, RXFP1 antag 0, D2 antagonist 22, D1 antag 4, D1 PAM -4 and TRHR ag -0.8.
`CCCOc1ccc(C(=O)Nc2c(C(=O)c3ccc(C)cc3)oc3ccccc23)cc1` gave D2 agonist 0.2, TRHR enhancer 7, D2 PAM 8, D1 agonist 1, D1 antag -1, D1 PAM -2 and TRHR ag -0.8.
Screening CCOC(=O)c1c(C)nc2c(c1-c1cc(OC)ccc1OC)C(=O)CC(C)(C)C2 returned D2 agonist -0.8, TRHR enhancer 2, D2 PAM -3, D1 agonist 2, RXFP1 antag -3, D2 antagonist -10, D1 antag -7, D1 PAM -8 and TRHR ag 0.0.
Screening COc1ccc(NC(=O)C2CCC(CNc3c(N4CCCCC4)c(=O)c3=O)CC2)cc1OC (stereo not drawn) returned D2 agonist 1.1, TRHR enhancer 16, D2 PAM -2, D1 agonist 3, RXFP1 antag 1, D2 antagonist 0, D1 antag -16 and TRHR ag 0.1.
`O=C(Nc1ccccc1Cl)OC1CCCCC1` gave TRHR enhancer 1, D1 agonist 24, RXFP1 antag -2, D1 antag 5 and TRHR ag -0.8.
For CC(=O)Nc1cc(C(=O)OCC(=O)c2ccc(Cl)cc2Cl)ccc1C the results were D2 agonist -0.7, TRHR enhancer -1, D2 PAM -6, D1 agonist 1, RXFP1 antag 1, D2 antagonist 4, D1 antag -1, D1 PAM -5 and TRHR ag -0.6.
`O=S(=O)(c1ccccc1)N1CCC(n2cnc3ccccc32)CC1` gave D2 agonist -0.4, TRHR enhancer -8, D2 PAM -3, D1 agonist 2, RXFP1 antag 2, D2 antagonist -3, D1 antag -1, D1 PAM 4 and TRHR ag 0.1.
COc1cc(OC)c(OC)cc1/C=C/c1nc2cc3ccccc3cc2c(=O)n1-c1ccccc1Br was read as D2 agonist 2.7, TRHR enhancer 0, D2 PAM 2, D1 agonist 78*, RXFP1 antag -17, D1 antag -19, D1 PAM 1 and TRHR ag 13.
Screening Cc1cccc(OCC(=O)N2CCOCC2)c1 returned D2 agonist -0.3, TRHR enhancer 1, D2 PAM -2, D1 agonist 2, RXFP1 antag 18, D2 antagonist 4, D1 antag -1, D1 PAM -2 and TRHR ag -0.3.
Screening O=C1CCNCCN1[C@H](CO)Cc1ccccc1 returned TRHR enhancer 4, D1 agonist -1, D1 antag 13, D1 PAM 8 and TRHR ag 0.2.
For COc1cc(SC)ccc1C(=O)N1CCn2c3c(c4cc(C)ccc42)CCCC31 (stereo not drawn) the results were D2 agonist 0.7, TRHR enhancer 0, D1 agonist -1, RXFP1 antag -6, D1 antag 2, D1 PAM 0 and TRHR ag 5.3.
For Nc1c(-c2nc(-c3ccc4c(c3)OCO4)cs2)c2ccccn2c1C(=O)c1ccc(Cl)cc1 the results were D2 agonist -1.0, TRHR enhancer 3, D2 PAM 7, D1 agonist 0, RXFP1 antag 5, D1 antag 9, D1 PAM -1 and TRHR ag 0.4.
Screening c1ccc(-c2ccccc2OCCOCCN2CCNCC2)cc1 returned D2 agonist 1.4, TRHR enhancer -5, D2 PAM -25, D1 agonist 1, RXFP1 antag -22, D2 antagonist -30, D1 antag -16, D1 PAM 1 and TRHR ag 0.0.
For COc1cc(C(=O)N(C)CCOc2ccccc2)ccc1OCC(=O)Nc1cccc(C(F)(F)F)c1 the results were D2 agonist -0.7, TRHR enhancer 3, D2 PAM -7, D1 agonist 10, RXFP1 antag -4, D2 antagonist -12, D1 antag -1, D1 PAM -7 and TRHR ag 0.6.
CC1CCN(c2c(NCc3ccc(C(=O)NCc4ccco4)cc3)c(=O)c2=O)CC1 was read as D2 agonist 1.3, TRHR enhancer 2, D2 PAM 5, D1 agonist 1, D2 antagonist -2, D1 antag 7, D1 PAM -4 and TRHR ag -0.1.
For N#CC1=C(N)Oc2n[nH]c(-c3cccs3)c2C1c1ccoc1 (stereo not drawn) the results were D2 agonist 1.0, TRHR enhancer 7, D2 PAM 1, D1 agonist 1, RXFP1 antag 4, D2 antagonist 6, D1 antag 1, D1 PAM -8 and TRHR ag 0.3.
Screening O=C(COC(=O)c1n[nH]c2ccccc12)Nc1ccc(S(=O)(=O)N2CCCC2)cc1 returned D2 agonist -0.5, TRHR enhancer 10, D2 PAM 5, D1 agonist 4, RXFP1 antag -6, D2 antagonist 10, D1 antag -8, D1 PAM 2 and TRHR ag 1.1.
CCCNC(=O)N1[C@H](c2ccc(C)s2)[C@@H](C)C(=O)[C@@H](C)[C@@H]1c1ccc(C)s1 was read as TRHR enhancer -2, D2 PAM -2, D1 agonist 1, RXFP1 antag -12, D1 antag 3, D1 PAM -1 and TRHR ag 0.1.

4 entries picked at random from those above:
For Nc1c(-c2nc(-c3ccc4c(c3)OCO4)cs2)c2ccccn2c1C(=O)c1ccc(Cl)cc1 the results were D2 agonist -1.0, TRHR enhancer 3, D2 PAM 7, D1 agonist 0, RXFP1 antag 5, D1 antag 9, D1 PAM -1 and TRHR ag 0.4.
Screening COc1ccc(NC(=O)C2CCC(CNc3c(N4CCCCC4)c(=O)c3=O)CC2)cc1OC (stereo not drawn) returned D2 agonist 1.1, TRHR enhancer 16, D2 PAM -2, D1 agonist 3, RXFP1 antag 1, D2 antagonist 0, D1 antag -16 and TRHR ag 0.1.
For COc1cc(SC)ccc1C(=O)N1CCn2c3c(c4cc(C)ccc42)CCCC31 (stereo not drawn) the results were D2 agonist 0.7, TRHR enhancer 0, D1 agonist -1, RXFP1 antag -6, D1 antag 2, D1 PAM 0 and TRHR ag 5.3.
For CC(=O)Nc1cc(C(=O)OCC(=O)c2ccc(Cl)cc2Cl)ccc1C the results were D2 agonist -0.7, TRHR enhancer -1, D2 PAM -6, D1 agonist 1, RXFP1 antag 1, D2 antagonist 4, D1 antag -1, D1 PAM -5 and TRHR ag -0.6.

Entries from the list above containing bromine:
Screening Cc1nc(NC(=O)c2cc3ccccc3o2)ccc1Br returned D2 agonist -0.7, TRHR enhancer -7, D2 PAM -14, D1 agonist 0, RXFP1 antag -3, D2 antagonist 2, D1 antag -9, D1 PAM 7 and TRHR ag 0.0.
COc1cc(OC)c(OC)cc1/C=C/c1nc2cc3ccccc3cc2c(=O)n1-c1ccccc1Br was read as D2 agonist 2.7, TRHR enhancer 0, D2 PAM 2, D1 agonist 78*, RXFP1 antag -17, D1 antag -19, D1 PAM 1 and TRHR ag 13.

Carrying on.
Screening CC(CN1CCN(Cc2ccccc2)CC1)OC(=O)c1ccco1 (stereo not drawn) returned D2 agonist -0.9, TRHR enhancer 3, D2 PAM -11, D1 agonist 2, RXFP1 antag 15, D2 antagonist -29, D1 antag 6, D1 PAM -6 and TRHR ag -0.5.
`NC(=O)c1ccc(N=C2C(=O)Nc3ccc([N+](=O)[O-])cc32)cc1` gave D2 agonist 0.6, TRHR enhancer -10, D2 PAM -5, D1 agonist 2, RXFP1 antag 8, D2 antagonist 1, D1 antag -7, D1 PAM -3 and TRHR ag 0.5.
`CCCn1nc(C(=O)N2CCN(S(=O)(=O)c3ccc(C)c(C)c3)CC2)c2ccccc2c1=O` gave D2 agonist -0.4, TRHR enhancer -6, D2 PAM 10, D1 agonist 3, RXFP1 antag -2, D2 antagonist -8, D1 antag 10, D1 PAM 3 and TRHR ag -0.4.
CCC(=O)N1CCc2cc(Br)cc(S(=O)(=O)CCC(=O)NCCc3ccc(C)cc3)c21 was read as D2 agonist 0.1, TRHR enhancer -2, D2 PAM -9, D1 agonist 0, RXFP1 antag -27, D1 antag -11, D1 PAM -7 and TRHR ag -0.5.

Bioassay records as filed in PubChem.
